Source: PubChem BioAssay (several laboratories)
NR2E3 ag-1: NR2E3 (human) agonism. Q9Y5X4. GST-NR2E3/biotin-RetCOR TR-FRET, 1536-well. inhibition of corepressor binding, % at 4.78 µM. 320,000 tested, 0.12% active. AID 2300;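 active means percent inhibition above the cutoff of mean plus 3 SD of all tested compounds, set per screening campaign, cut at about 20% in these data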;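 further: 0% = DMSO wells and 100% = biotin wells as full block of FRET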
Target sequence (Q9Y5X4 whole entry, looked up): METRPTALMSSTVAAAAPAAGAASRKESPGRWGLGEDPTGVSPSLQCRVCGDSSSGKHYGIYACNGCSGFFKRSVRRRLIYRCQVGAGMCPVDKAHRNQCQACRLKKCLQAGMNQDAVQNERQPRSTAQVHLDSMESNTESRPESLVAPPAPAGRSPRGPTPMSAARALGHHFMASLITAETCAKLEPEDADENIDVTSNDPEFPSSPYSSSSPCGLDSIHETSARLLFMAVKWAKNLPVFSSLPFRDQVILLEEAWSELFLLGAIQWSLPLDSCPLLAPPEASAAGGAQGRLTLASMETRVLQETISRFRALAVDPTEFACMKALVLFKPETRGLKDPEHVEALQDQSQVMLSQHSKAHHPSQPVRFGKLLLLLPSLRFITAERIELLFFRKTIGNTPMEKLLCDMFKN
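Test system – NR2E3–RetCOR corepressor complex · Quantity – NR2E3 fusion 1.35 nM · Buffer or medium – Tris pH 7.5 · Incubation – Compound–protein incubation for 5 h at 4 °C · Technique – TR-FRET, Eu(K)-anti-GST donor, streptavidin-D2 acceptor, ex 340, em 617/671 nm · Evaluation – percent inhibition of 671/617 nm emission ratio versus biotin and DMSO controls · Plate – 1536-well format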
TRPM1 prom inh: inhibitors of MITF-driven TRPM1 promoter in melanoma cells; 330,000 tested, 0.83% active; SK-MEL-5 TRPM1 promoter luciferase, 24 h; inhibition, % at 12.5 µM; AID 488899;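 active means mean inhibition across replicates of 60% or more, whatever share of single replicates reaches that level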; further: values of inactives mirror those of a sister screen read the other way
Peg3 promoter: Peg3 promoter activity inhibition; 360,000 tested, 1.7% active; HeLa PEG-Prom luciferase reporter, luminescence, overnight; inhibition, % at 20 µM;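 active means inhibition of at least 50% at 20 µM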
iPSC survival up: hiPSC single-cell survival enhancement; ATPlite luminescence; 100% = ROCK inhibitor wells, 0% = DMSO; survival enhancement, % at 20 µM; 360,000 tested, 0.044% active; in the data active means survival enhancement above about 18%;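 further: cells exposed to compounds for 16 hours before the ATP read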
Shn3 3UTR inh: reduces Shn3 3'UTR luciferase signal in osteoblasts; Clone20 osteoblast Shn3 3'UTR firefly luciferase, 24 h; inhibition, % at 12.5 µM; 360,000 tested, 0.52% active;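 active means mean inhibition of at least 75% with every replicate also reaching 75%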;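 further: 0% = median of neutral control wells and 100% = pilot-screen positive control compound; some compounds past the cut are filed as inactive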
NR2E3 ag-2: activates human NR2E3 receptor. Q9Y5X4. CHO-S Gal4-NCOR/VP16-NR2E3 two-hybrid, luciferase. inhibition of corepressor binding, % at 3.98 µM. 360,000 tested, 0.35% active. AID 602229;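 active means inhibition above the mean of all tested compounds plus 3 SD, cut at about 70% in these data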;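 further: 0% = DMSO with NR2E3 transfected cells and 100% = cells lacking NR2E3 construct; higher means lower luciferase signal from less NR2E3 corepressor binding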
Cardio protect: myocardial damage modulation in H9c2 cells. H9c2 cardiomyocytes, H2O2 injury protection, ATPLite, 2 h. protection from H2O2 cell death, % at 20 µM. 360,000 tested, 0.63% active. AID 588492;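 active means compounds giving at least 50% protection of heart cells from peroxide-induced death in the single-dose screen, raw or plate-pattern-corrected value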;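 further: 0% = DMSO wells with peroxide and 100% = DMSO wells without peroxide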
PDI turbidity: PDI (human) enzyme inhibition; P07237; PDI insulin aggregation turbidity, A650, 90 min; inhibition, % at 10 µM; 350,000 tested, 0.052% active;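 active means mean inhibition across replicates of 30% or more, whatever share of single replicates reach that level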;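 further: absorbance from insulin aggregation driven by PDI reduction with DTT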
Target sequence (P07237 whole entry, looked up): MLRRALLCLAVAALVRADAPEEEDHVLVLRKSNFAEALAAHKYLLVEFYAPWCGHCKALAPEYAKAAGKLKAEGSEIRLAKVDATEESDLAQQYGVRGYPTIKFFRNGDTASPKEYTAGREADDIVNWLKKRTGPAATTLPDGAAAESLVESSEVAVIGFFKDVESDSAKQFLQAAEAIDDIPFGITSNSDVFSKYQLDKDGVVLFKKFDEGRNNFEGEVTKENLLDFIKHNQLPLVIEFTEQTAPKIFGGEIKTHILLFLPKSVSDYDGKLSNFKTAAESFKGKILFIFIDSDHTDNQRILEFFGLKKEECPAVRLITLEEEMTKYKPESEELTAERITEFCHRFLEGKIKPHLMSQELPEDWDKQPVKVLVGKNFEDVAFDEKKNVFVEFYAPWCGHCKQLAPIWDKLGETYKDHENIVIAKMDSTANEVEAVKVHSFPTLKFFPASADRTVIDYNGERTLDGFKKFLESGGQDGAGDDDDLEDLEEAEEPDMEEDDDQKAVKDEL
m5-HT2A agonist: activates the mouse 5-HT2A serotonin receptor; AID 624169; activation, % at 7.6 µM; CHO-K1 mHTR2A beta-arrestin complementation, luminescence; percent of 30 µM serotonin response; 360,000 tested, 0.66% active; P35363;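 active means activation above a run cutoff, the mean activation of all tested compounds plus 3 SD, cut at about 14% in these data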;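 further: 0% = plate median of compound wells and 100% = 30 µM serotonin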
CaV13 ICDI inh: Disruptors of the CACNA1D IQ motif to Ca2+-dependent inactivation inhibitor domain association, primary screening, Förster resonance energy transfer in intact living …. HEK cells, CFP/YFP FRET ICDI-IQ, plate reader, 10 min; percent FRET-ratio fall versus neutral wells. inhibition, % at 12.3 µM. 340,000 tested, 0.098% active;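 active means mean replicate inhibition of at least 30% and at least 1% of replicates passing that level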;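 further: 0% = median of the neutral control wells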
HIF-2a block: HIF-2a inhibition; inhibition, % at 18.8 µM; 786-0 RCC cells HIF-2a reporter, luciferase luminescence, overnight; 360,000 tested, 0.72% active; AID 624352;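 active means inhibition of the luminescence signal of 40% or more relative to plate controls, in a single-dose primary screen at 18.75 µM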
Starred values were filed as active, the others as inactive; x = not tested or not shown.

Every second line gives: NR2E3 ag-1, TRPM1 prom inh, Peg3 promoter, iPSC survival up, Shn3 3UTR inh, NR2E3 ag-2, Cardio protect, PDI turbidity, m5-HT2A agonist, CaV13 ICDI inh, HIF-2a block
CC(=O)Oc1ccc(C(=O)Nc2cccc(C(=O)NC(C)(C)C)c2)cc1
→ -3, 4, 0, -0.8, 25, -32, -2, -4, 6, 14, 0
CC(C)=CCCC(C)CN1CCC(n2nccc2NC(=O)C2CCCC2)CC1 (stereo unspecified)
→ 1, -17, -4, 1.0, 19, 3, -3, 9, -5, -9, 4
O=C(Nc1ccc(Cl)c(Cl)c1)N1CCSCC1
→ -2, -20, -47, 1.7, -18, -41, -5, -6, -3, -8, -43
COc1ccccc1NC(=O)N(C)C[C@@H]1OCc2cnnn2CCCC(=O)N([C@@H](C)CO)C[C@H]1C
→ x, x, -14, 5.2, -4, -24, -1, -1, -3, -3, -2
CCc1nnc(SCC(=O)NC2CCCCC2)nc1CC
→ 1, 5, 77*, -1.1, -38, -2, -18, -3, 4, -5, -4
COc1ccc(Oc2nc3c(c(=O)n(C)c(=O)n3C)n2C)cc1
→ 4, -16, 2, -0.5, -10, -33, -1, -1, 1, -5, 25
O=C(N/N=C/c1ccc2ncccc2c1)c1ccco1
→ -1, -3, 3, -2.7, -1, -126, -11, 3, 3, 2, 15
CCn1c(O)c(N=NC(=S)NCC2CCCO2)c2ccccc21 (stereo unspecified)
→ 1, 1, 12, 0.7, -22, 35, 3, -13, -4, 0, 6
N#Cc1c(-c2ccccc2)cc(C2CC2)nc1SCC(=O)O
→ -5, 6, -9, -1.8, -14, -12, 9, -8, 3, -3, 6
ONC(=Nc1ccccc1Cl)c1ccccc1Cl
→ 2, 2, 5, -0.4, x, -22, -3, -7, 2, -5, 17
CCOc1ccccc1CNC(=O)C1Cc2cc(S(=O)(=O)N3CCCCC3)ccc2N1C(C)=O (stereo unspecified)
→ -2, 9, 10, 0.0, 29, 8, -5, -3, 3, -3, 10
C[C@H](CO)N1C[C@H](C)[C@@H](CN(C)S(=O)(=O)c2cccs2)Oc2c(NC(=O)c3ccncc3)cccc2C1=O
→ x, -4, -10, -1.6, -24, -17, 0, 6, -6, -12, 12
CCOc1cc(C2C(C(=O)OCC(C)C)=C(C)N=C3SCCC(=O)N32)ccc1OC(C)=O (stereo unspecified)
→ -1, 12, 6, 1.9, 8, 0, 6, -1, 4, -6, 11
Cc1ccc(N(CC(=O)NC2CCCC2)C(=O)CCCC(=O)Nc2ccccn2)cc1C
→ 0, 1, 11, -2.3, 9, -13, 0, 1, 0, x, 12
CCN(CC)C1=N/C(=C\c2ccco2)C(=O)N1c1ccccc1
→ 5, 0, 10, 0.6, 24, -28, -5, 2, 1, -4, 10
CCOc1ccc(CCNC(=O)c2nnc(Cc3ccc(F)cc3)o2)cc1OCC
→ 4, -4, 0, -1.2, -28, -7, 0, -2, -1, -6, 9
COc1cc2nc(SCC(=O)c3ccc(Br)cc3)n3nc(C)nc3c2cc1OC
→ 4, -9, 24, -0.3, 8, -11, 9, -8, 1, -4, 11
Cc1c(Cl)c(-c2n[nH]c(=S)n2-c2ccc(F)cc2)nn1C
→ 21*, -7, 5, 3.3, 2, -10, 1, 11, 2, -1, -50
CCOC(=O)c1[nH]c2ccccc2c1NC(=O)CCN1CCN(C(=O)OCC)CC1
→ 0, -21, 6, -2.5, -12, -14, 3, 15, 0, -4, 3
c1ccc2c(Nc3ccc4c(c3)OCCO4)c3c(nc2c1)CCC3
→ 0, 14, -3, 0.4, 26, -13, -6, -5, -4, 3, 35
CC1CCCCC12NC(=O)N(CC(=O)Nc1sccc1C(N)=O)C2=O (stereo unspecified)
→ 6, -1, 11, 0.0, -4, 18, -7, -1, -3, -5, 9
COc1ccccc1C(=O)N1CCN(c2nc3cc(C)cc(C)c3cc2C#N)CC1
→ x, x, 10, 0.5, 9, 27, -4, 8, 6, -5, -17
Cc1ccc(CNC(=O)CCNC(=O)N2CCn3c2nc2ccccc23)cc1
→ -4, -6, -12, 0.2, -4, 11, 0, -1, 2, -13, -1
CN(Cc1ccccc1Cl)C(=O)CCNC(=O)c1ccco1
→ x, -2, -8, 1.6, -12, -3, -1, -2, 3, -6, -8
COc1ccc(NC(=O)CS(=O)(=O)c2ccc(C)cc2)c(OC)c1
→ 2, 12, 8, -0.5, -38, 12, 15, -3, -2, 25, 4
CCOc1ccc(NC(=O)CN(C)C(=O)C2CCN(C(=O)Nc3ccccc3)CC2)cc1OCC
→ x, 3, -5, 1.3, 2, 9, -2, 3, 1, -3, 3
COC(=O)Nc1nnc(CCc2ccccc2)s1
→ 3, -3, 4, 7.3, -6, -29, 8, -10, 1, -6, -17
Cc1ccc(C)c(N2CCN(C(=O)CN(C)S(=O)(=O)c3cnc[nH]3)CC2)c1
→ 4, -7, 14, 0.3, 13, -14, 2, 6, 3, x, 15
CCOC(=O)c1ccccc1Cc1nc2ccccc2c(=O)[nH]1
→ -1, -1, 15, -1.8, 1, -29, 3, -7, 2, -6, 19
Cc1ccc([C@H]2C[C@@H](O)[C@H](n3cc(C4CC4)nn3)CN2Cc2cccs2)cc1
→ x, x, -8, 0.8, -10, -20, -5, 8, 0, -6, -4

8 compounds from above, sorted by length of the SMILES, falling.
Every second line gives: NR2E3 ag-1, TRPM1 prom inh, Peg3 promoter, iPSC survival up, Shn3 3UTR inh, NR2E3 ag-2, Cardio protect, PDI turbidity, m5-HT2A agonist, CaV13 ICDI inh, HIF-2a block
CCOc1ccc(NC(=O)CN(C)C(=O)C2CCN(C(=O)Nc3ccccc3)CC2)cc1OCC
→ x, 3, -5, 1.3, 2, 9, -2, 3, 1, -3, 3
Cc1ccc(C)c(N2CCN(C(=O)CN(C)S(=O)(=O)c3cnc[nH]3)CC2)c1
→ 4, -7, 14, 0.3, 13, -14, 2, 6, 3, x, 15
CCOC(=O)c1[nH]c2ccccc2c1NC(=O)CCN1CCN(C(=O)OCC)CC1
→ 0, -21, 6, -2.5, -12, -14, 3, 15, 0, -4, 3
CCOc1ccc(CCNC(=O)c2nnc(Cc3ccc(F)cc3)o2)cc1OCC
→ 4, -4, 0, -1.2, -28, -7, 0, -2, -1, -6, 9
Cc1ccc(CNC(=O)CCNC(=O)N2CCn3c2nc2ccccc23)cc1
→ -4, -6, -12, 0.2, -4, 11, 0, -1, 2, -13, -1
c1ccc2c(Nc3ccc4c(c3)OCCO4)c3c(nc2c1)CCC3
→ 0, 14, -3, 0.4, 26, -13, -6, -5, -4, 3, 35
CCOC(=O)c1ccccc1Cc1nc2ccccc2c(=O)[nH]1
→ -1, -1, 15, -1.8, 1, -29, 3, -7, 2, -6, 19
CN(Cc1ccccc1Cl)C(=O)CCNC(=O)c1ccco1
→ x, -2, -8, 1.6, -12, -3, -1, -2, 3, -6, -8

(cont.)
Every second line gives: NR2E3 ag-1, TRPM1 prom inh, Peg3 promoter, iPSC survival up, Shn3 3UTR inh, NR2E3 ag-2, Cardio protect, PDI turbidity, m5-HT2A agonist, CaV13 ICDI inh, HIF-2a block
CCn1c(NC(=O)c2ccc(C)cc2)c2ccccc2nc1=O
→ -5, -4, 16, 5.2, -6, -28, 11, 1, -4, 0, 22
Cc1ccc(C2CC(=O)N(c3ccc(F)cc3)C3=C2C(=O)CCC3)cc1 (stereo unspecified)
→ -2, 4, 7, 1.2, 3, -10, 0, 2, -4, -5, 4
CC(C)(CNS(C)(=O)=O)SCc1ccc(Cl)cc1
→ -2, 3, -2, 0.6, 0, -13, 10, -3, 2, -5, 21
Cc1ccccc1Nc1nnc(SCC(=O)c2ccc(O)cc2O)s1
→ -3, -13, 2, 0.9, -3, 5, -2, 9, 4, -2, 7
COC(=O)c1ccc(NC(=O)CSCc2ccccc2)cc1
→ 0, -24, -138, 1.7, -33, -18, 1, 1, -4, x, -97
O=C1/C(=C\c2ccc(Br)cc2)SC(=S)N1NS(=O)(=O)c1ccccc1
→ 2, -5, 17, 0.0, 5, -18, -9, -5, 9, -5, 5
CCCC(C(=O)NC1CCCC1)N(CC1CCCO1)C(=O)CNS(=O)(=O)c1ccccc1 (stereo unspecified)
→ 1, 9, -4, -0.1, 9, -25, -1, 10, -5, -7, 10
CCCCCCn1c(N2CCC(C(N)=O)CC2)nc2c1c(=O)n(C)c(=O)n2C
→ 2, 3, 4, -4.3, -8, -2, 16, -2, 2, -4, 15
Cc1cc(C)c(C(N)=O)c(NCCc2ccccc2)n1
→ 1, -8, -12, -2.2, 5, -17, -1, 8, 1, -9, 5
COc1ccc(CNC(=O)COc2cccnc2[N+](=O)[O-])cc1OC
→ 3, -3, 8, 0.0, 5, -8, 3, 6, 6, -21, 16
COc1ccc(N(CC(=O)NC2CCCCCC2)S(=O)(=O)c2ccc(C)cc2)cc1OC
→ 2, 0, 22, -0.3, 14, 12, 13, 2, -4, -11, 16
CCN(CC(=O)NC1CC1)S(=O)(=O)c1ccc(OC)cc1
→ 0, 4, 10, -0.6, -2, -22, 0, -5, 6, -5, 15
CCC(C)c1ccc(N(CC(=O)NC(C)(C)C)C(=O)CNC(=O)c2cccs2)cc1 (stereo unspecified)
→ 1, 6, 19, -0.1, 18, -27, 3, 0, -4, -4, 13
COc1ccc(S(=O)(=O)N(CC(=O)N2CCOCC2)Cc2ccccc2)cc1C
→ -1, -12, 12, -2.6, 3, 19, 10, -4, -7, -6, 11
CCCNC(=O)CCc1c(C)nc2c(c(C)nn2-c2ccc(C)cc2)c1C
→ 0, 3, 25, 0.1, 21, -62, 0, -48, 2, -13, 7
